Compound activity: PubChem, National Center for Advancing Translational Sciences (NCATS)
KCNH2 WT inh: qHTS for Inhibitors of KCHN2 3.1: Wildtype qHTS | 0.37% of 340,000 active | activity change, % at 1.84 µM | U2OS, BacMam KCNH2, thallium flux FluxOr; active compounds read low | Voltage-gated inwardly rectifying potassium channel KCNH2 (Homo sapiens), Q12809;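 active = maximum activity change below -70%; inconclusive = maximum activity change between -70% and -50%; inactive = maximum activity change above -50%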; also: % is scaled to controls: 0 for no effect and ±100 for the full control effect
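U2OS cells transduced with wild-type KCNH2 virus are loaded with FluxOr dye for 45 min, and thallium flux is measured in kinetic reads before and after stimulation buffer. Rate constants are normalized to DMSO controls.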
PKM2 activator: qHTS Assay for Activators of Human Muscle isoform 2 Pyruvate Kinase; Potency, µM (titrated, usually from 57.5 µM), inactives show at the highest dose activation, most hits filed as activators; 0.34% of 260,000 active; Pyruvate kinase PKM (Homo sapiens), P14618; purified PKM2, Kinase-Glo ATP luminescence, activation; response scale: 0% is enzyme alone, no compound; also: potency is read from the fitted curve at half-maximal effect; % is scaled to controls: 0 for no effect and ±100 for the full control effect; nearly all actives have a fitted effect of over 55% in size
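hPK-M2, >95% pure; 0.1 mM ADP / 0.5 mM PEP final; imidazole pH7.2 buffer w/ 7 mM MgCl2, 50 mM KCl; 1 h RT; Kinase-Glo lum. Intermediate enzyme activity for dual inhibitor/activator qHTS.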
Eya2 phos inh: qHTS Assay for Inhibitors of the Phosphatase Activity of Eya2 | 0.006% of 330,000 active | Potency, µM (series often up to 76.9 µM), without a hit: at the top dose activity, negative = inhibition, hits mostly inhibitors | Protein phosphatase EYA2 (Homo sapiens), O00167 | recombinant Eya2, OMFP fluorescence dephosphorylation (OMFP is methylfluorescein phosphate); also: potency is read from the fitted curve at half-maximal effect; % is scaled to controls: 0 for no effect and ±100 for the full control effect
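Eya2 protein (added as 0.2 uM solution) was preincubated with compound for 10 min at ambient temperature in 50 mM HEPES pH 7.5, 50 mM NaCl, 5 uM MgCl2, 0.05% BSA, 1 mM DTT. OMFP (added at 50 uM) then reacted 10 min; fluorescence read at 485/525 nm.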
USP2a block: qHTS Assay for Inhibitors of Ubiquitin-specific Protease USP2a Using CHOP2 as the Reporter; Ubiquitin carboxyl-terminal hydrolase 2 (Homo sapiens), O75604; USP2 core, Ub-CHOP2 coupled fluorogenic reporter, 485/531; 0.01% of 330,000 active; Potency, µM (doses to about 38.3 µM), for inactives: at the top dose activity change, negative = inhibition, actives largely listed as inhibitors;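 also: potency is read from the fitted curve at half-maximal effect; plate controls were DMSO wells for no effect and full inhibition by NEM control for full effect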
Target sequence (O75604 whole entry, looked up): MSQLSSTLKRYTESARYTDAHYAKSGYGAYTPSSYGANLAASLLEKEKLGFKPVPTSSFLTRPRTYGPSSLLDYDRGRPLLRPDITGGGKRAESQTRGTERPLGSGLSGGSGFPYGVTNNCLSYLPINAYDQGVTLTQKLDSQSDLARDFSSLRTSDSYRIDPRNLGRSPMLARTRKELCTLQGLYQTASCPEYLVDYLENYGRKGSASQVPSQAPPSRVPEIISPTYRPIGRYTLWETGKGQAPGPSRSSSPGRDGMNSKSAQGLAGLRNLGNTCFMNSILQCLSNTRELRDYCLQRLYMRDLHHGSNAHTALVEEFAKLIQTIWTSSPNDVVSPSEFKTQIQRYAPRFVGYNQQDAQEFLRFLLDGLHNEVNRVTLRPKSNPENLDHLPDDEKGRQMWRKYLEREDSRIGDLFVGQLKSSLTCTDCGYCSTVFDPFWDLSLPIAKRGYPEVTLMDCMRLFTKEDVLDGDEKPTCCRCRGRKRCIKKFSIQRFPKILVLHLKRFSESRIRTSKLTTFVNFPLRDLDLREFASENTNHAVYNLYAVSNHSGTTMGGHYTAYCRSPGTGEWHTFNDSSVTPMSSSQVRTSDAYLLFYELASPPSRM
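Deubiquitinase activity read as fluorescence (485/531 nm) after Ub-CHOP2 cleavage activates the enterokinase reporter on its substrate; USP2 core 10nM, Ub-CHOP2 and substrate 25nM each, 30min compound preincubation then 60min RT; data normalized to NEM, curves fitted.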
Menin-MLL TR inh: qHTS Assay for Inhibitors Targeting the Menin-MLL Interaction in MLL Related Leukemias: Competition With Texas Red Labeled MLL-derived Mutant Peptide | Potency, µM (top dose mostly 61.6 µM), for inactives: at the top dose FP activity change, negative = inhibition, hits mostly inhibitors | 0.23% of 270,000 active | Menin + Texas Red MLL mutant peptide, fluorescence polarization | AID 1768, 2009; active = well fitted inhibition curve with a large enough effect in the polarisation, with a control signal flat, not every such curve was filed as active; inconclusive = small, poorly fitted or top-dose-only effect, or effect the other way, or a change in a side signal; inactive = no such curve, though single readings can be large or run the other way; the % refers to the polarisation; also: potency is read from the fitted curve at half-maximal effect; % of control where 0% means no effect; many of its hits are not listed in these tables
MBNL1 CUG block: qHTS Assay for Inhibitors of MBNL1-poly(CUG) RNA binding; Muscleblind-like protein 1 (Homo sapiens), Q9NR56; TR-FRET MBNL1-His/biotin-(CUG)12 binding, 665/545 ratio; Potency, µM (doses to about 57.5 µM), inactives show at the top dose activity change, negative = inhibition, most hits filed as inhibitors; 0.036% of 280,000 active; active = well fitted inhibition curve with a large enough effect in the signal ratio, with a control signal flat, not every such curve was filed as active; inconclusive = small, poorly fitted or top-dose-only effect, or effect the other way, or a change in a side signal; inactive = no such curve, though single readings can be large or run the other way; the % refers to the signal ratio; also: potency is read from the fitted curve at half-maximal effect; % is scaled to controls: 0 for no effect and ±100 for the full control effect
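TR-FRET between His-tagged MBNL1 and biotin-(CUG)12 RNA, detected with Tb anti-His antibody (0.055 ng/ul) and streptavidin-XL665 (5 nM), 60 min at room temperature. Compounds titrated 92 nM to 58 uM; 665/545 nm ratio normalized to buffer and complex controls.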
Chronic BCR inh: qHTS Assay to Find Inhibitors of Chronic Active B-Cell Receptor Signaling; 0.05% of 340,000 active; ABC-DLBCL IkBa-CBG/CBR reporter, luminescence ratio, 4 h; Potency, µM (series often up to 46.1 µM), for inactives: top-dose ratio change, negative = lower green/red ratio, actives largely listed as inhibitors; AID 493014, 2011; active = well fitted inhibition curve with a large enough effect in the signal ratio, with a control signal flat, not every such curve was filed as active; inconclusive = small, poorly fitted or top-dose-only effect, or effect the other way, or a change in a side signal; the % refers to the signal ratio;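 also: potency is read from the fitted curve at half-maximal effect; plate controls were basal doxycycline-induced cells for no effect and cells given 10 µM MG132 for full effect; MG132 reads +100%, hits lower the ratio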
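Compounds up to 46 uM were incubated four hours with TMD8 cells whose green CBG68 luciferase is fused to IkappaBalpha; red CBR luminescence normalised the signal, and concentration-effect curves were fitted to fusion, red and ratio data.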
ASM inhibitor: Inhibitors of Secretory Acid Sphingomyelinase (S-ASM): qHTS. Sphingomyelin phosphodiesterase (Homo sapiens), P17405. placental ASM, HMU-PC fluorogenic substrate, 60 min. Potency, µM (highest dose often 57.5 µM), without a hit: at the highest dose activity change, negative = inhibition, actives largely listed as inhibitors. 0.006% of 340,000 active. AID 504937, 2011; also: potency is read from the fitted curve at half-maximal effect
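Fluorogenic HMU-PC substrate (9 uM final) is turned over by placental ASM in 60 min at 37 C after a 10 min compound preincubation. Reaction ended by alkaline stop (pH 10), with fluorescence read at 386/447 nm.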
GALK inh: qHTS Assay for Inhibitors of Human Galactokinase (GALK); P51570; Purified GALK, Kinase-Glo residual ATP luminescence; Potency, µM (highest dose often 57.5 µM), without a hit: at the top dose activity change, negative = inhibition, hits mostly inhibitors; 0.007% of 270,000 active; also: potency is read from the fitted curve at half-maximal effect; % is scaled to controls: 0 for no effect and ±100 for the full control effect
Target sequence (P51570 whole entry, looked up): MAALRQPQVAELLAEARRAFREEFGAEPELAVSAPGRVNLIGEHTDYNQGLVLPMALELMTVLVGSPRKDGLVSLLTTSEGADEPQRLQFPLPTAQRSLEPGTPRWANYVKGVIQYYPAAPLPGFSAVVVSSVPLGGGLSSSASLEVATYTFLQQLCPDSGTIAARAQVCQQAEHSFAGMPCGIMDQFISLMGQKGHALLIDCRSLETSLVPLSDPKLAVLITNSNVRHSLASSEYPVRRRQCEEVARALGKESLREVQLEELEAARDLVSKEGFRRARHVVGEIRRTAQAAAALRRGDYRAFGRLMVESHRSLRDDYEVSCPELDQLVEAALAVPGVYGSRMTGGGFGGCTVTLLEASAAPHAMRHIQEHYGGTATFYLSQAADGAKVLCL
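5 nM enzyme, 35 uM ATP, 100 uM galactose, 20 mM HEPES pH8.0, 5 mM MgCl2; 1 h RT; residual ATP by Kinase-Glo Plus luminescence, qHTS format.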
TSHR antagonist: Antagonists of the Thyroid Stimulating Hormone Receptor: HTS campaign; activity change, negative = inhibition, % at 11.5 µM; TSHR-expressing cells, TSH-stimulated cAMP HTRF, 2 h; active compounds read low; AID 504810, 2011; 0.2% of 330,000 active; Thyrotropin receptor (Homo sapiens), P16473;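 active = activity change below a set negative limit, meaning inhibition stronger than a set level, cut at about -70% in these data; inconclusive = activity change between two set negative limits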; also: % is scaled to controls: 0 for no effect and ±100 for the full control effect
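TSHR-expressing cells were treated with compounds, then stimulated with TSH at EC80 (4nM final) for 2 hours at 37 deg C. Cellular cAMP was measured by HTRF competition between lysate cAMP and cAMP-d2 for a cryptate-labelled anti-cAMP antibody.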
Mito fusion yeast: qHTS Assay for Small Molecule Inhibitors of Mitochondrial Division or Activators of Mitochondrial Fusion. S. cerevisiae fusion-defective mutant growth rescue, CellTiterGlo 48 h. Potency, µM (top dose mostly 46.1 µM), inactives show top-dose growth rescue (activation), most hits filed as activators. 0.23% of 320,000 active;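 also: potency is read from the fitted curve at half-maximal effect; % of control where 0% means no effect; nearly all actives have a fitted effect of over 45% in size; temperature-sensitive fusion mutants such as fzo1-1 at 37 °C on non-fermentable ethanol glycerol medium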
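Compounds are tested for their ability to restore growth of mitochondrial fusion-defective yeast strains at non-permissive 37C in YPEG medium over 48 hours. Viability is quantified by luciferase luminescence.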
Numbers without * were called inactive; ? = inconclusive; . = no result given; [ ] = dose if it differs, or a comment. Unless noted, calls follow the shape of the dose curve; as a rule, active = well fitted curve in the direction sought with a large enough effect; inconclusive = small, poorly fitted or top-dose-only effect, or another doubt; inactive = no such curve, though single readings can be large; an effect the other way counts as inactive or inconclusive. These rows are one share of the data (hit frequency here may not be typical).

no.	SMILES	Eya2 phos inh	ASM inhibitor	Chronic BCR inh	KCNH2 WT inh	PKM2 activator	Mito fusion yeast
1	COC(=O)C1=C(C)N(Cc2ccccc2)C(=NCc2ccccc2)N[C@H]1c1cccc(F)c1	?	-3%	?	.	0%	-12%
2	COC(C[C@@H]1O[C@@H]1[C@H](O)[C@@H](C)OCc1ccccc1)OC	-13%	1%	0%	-12	-8%	4%
3	CN(C(=O)c1cccc(OC2CCN(S(=O)(=O)N(C)C)CC2)c1)C1CCOC1 (configuration not stated)	?	4%	4%	-5	0%	5%
4	Cc1ccc(OC(=O)c2ccc(C)c([N+](=O)[O-])c2)cn1	6%	-3%	0%	8	1%	-4%
5	CC(C)Sc1nc2c(cnn2-c2ccccc2)c(=O)[nH]1	0%	-2%	7%	0	-4%	1%
6	CC12CCC(C(=O)N3CCCCC3)([C@H](Br)C1=O)C2(C)C (some centres not stated)	-10%	1%	7%	-1	0%	2%
7	Cc1cccc(NC(=O)[C@H](Cc2c[nH]c3ccccc23)NC(=O)[C@@H]2Cc3ccccc3CN2)c1	-8%	32%[activator]	?	-1	9%	0%
8	Cc1c(C(=O)N(Cc2ccccc2)C2CCS(=O)(=O)C2)oc2ccccc12 (configuration not stated)	5%	-4%	?	3	-14%	10%
9	CN(CC(=O)N1CCN(c2ccc(F)cc2)CC1)S(=O)(=O)c1ccc2c(c1)c(=O)n(C)c(=O)n2C	-3%	-7%	0%	6	-1%	-2%
10	COc1ccc(Cc2nnc(NC(=O)CSc3ccccc3)s2)cc1OC	9%	-2%	?	10	7%	0%
11	COCCNC(=O)c1ccc(CS(=O)(=O)c2ccc(C)cc2)o1	-6%	2%	?	2	-2%	-3%
12	COC(=O)c1ccccc1C(=O)c1cccc2ccccc12	10%	0%	?	-3	1%	-10%

no.	GALK inh	TSHR antagonist	USP2a block	Menin-MLL TR inh	MBNL1 CUG block
1	.	6	3%	?	-3%
2	.	-13	0%	1%	-4%
3	.	-8	-1%	1%	-4%
4	7%	12	-4%	-5%	?
5	-1%	-17	2%	5%	-3%
6	4%	47	2%	-29%	-7%
7	.	14	-1%	7%	-15%
8	.	-1	2%	-6%	11%
9	-1%	-4	2%	-11%	-5%
10	1%	9	-1%	8%	.
11	1%	14	1%	6%	-4%
12	-3%	-12	3%	1%	?

Next part.
no.	SMILES	Eya2 phos inh	ASM inhibitor	Chronic BCR inh	KCNH2 WT inh	PKM2 activator	Mito fusion yeast
13	O=S(=O)(O)c1nc2ccccc2n1Cc1cccc2ccccc12	3%	.	-2%	.	-9%	1%
14	C#CCOCCOCCOCCNc1nc(N2CCN(C(=O)C(Cc3ccc(O)cc3)n3cc(C(N)CC(C)C)nn3)CC2)nc(N2CCN(C(=O)C(Cc3cc4ccccc4[nH]3)n3cc(C(N)Cc4ccc(O)cc4)nn3)CC2)n1 (configuration not stated)	-6%	.	2%	.	4%	2%
15	Cc1onc(-c2ccccc2)c1C(=O)NC(C)CCc1ccccc1 (configuration not stated)	3%	-1%	5%	4	-8%	7%
16	O=C(NCCCc1ccccc1)c1cncc(Br)c1	0%	0%	0%	-2	.	-9%
17	Cc1ccc(S(=O)(=O)NCc2cccnc2)s1	-19%	5%	5%	3	-15%	0%
18	CN(C)c1ccc(C2C3C(=O)NC(=O)C3ON2c2ccc(Cl)cc2)cc1 (configuration not stated)	-4%	-14%	-1%	2	3%	-5%
19	CCCc1nc(-c2cc3ccccc3[nH]c2=O)no1	-5%	47%[activator]	-2%	-5	-11%	4%
20	CCOc1ccc(N(C(=O)CNC(=O)c2ccco2)C(C(=O)NCC2CCCO2)c2ccccc2)cc1 (configuration not stated)	2%	0%	-3%	6	.	1%
21	O=C(Nc1ccc(F)cc1)C1CCCN(c2cnccn2)C1 (configuration not stated)	-4%	-3%	1%	11	0%[0.46 µM]	12%
22	CCC(c1nnc(SCC(=O)Nc2ccc(C(=O)N(C)C)cc2)n1Cc1ccccc1)N(C)C (configuration not stated)	4%	8%	1%	-3	-2%	-1%
23	COc1ccc(-c2csc(C)n2)cc1OC	-6%	-2%	-30%	10	-9%	-2%
24	Cc1ccccc1NC(=O)NCC1CCN(c2ccc(S(=O)(=O)N3CCOCC3)cc2)CC1	1%	2%	-2%	-5	-2%	7%

no.	GALK inh	TSHR antagonist	USP2a block	Menin-MLL TR inh	MBNL1 CUG block
13	6%	23	-9%	.	-4%
14	-5%	2	0%	?	?
15	1%	-9	1%	11%	-1%
16	-4%	-5	2%	2%	-3%
17	1%	15	0%	-25%	-10%
18	2%	4	-3%	7%[11.7 µM]	-10%
19	2%	1	0%	.	15%
20	-3%	36	-5%	.	-4%
21	0%	16	0%	13%	9%
22	0%	-1	1%	.	-5%
23	-1%	0	5%	1%	-14%
24	-2%	-15	1%	-11%	-3%

2 of the compounds above, with two lines to a compound.
Values run as follows: Eya2 phos inh, ASM inhibitor, Chronic BCR inh, KCNH2 WT inh, PKM2 activator, Mito fusion yeast, GALK inh, TSHR antagonist, USP2a block, Menin-MLL TR inh, MBNL1 CUG block
[19] CCCc1nc(-c2cc3ccccc3[nH]c2=O)no1
 : -5%, 47%[activator], -2%, -5, -11%, 4%, 2%, 1, 0%, ., 15%
[20] CCOc1ccc(N(C(=O)CNC(=O)c2ccco2)C(C(=O)NCC2CCCO2)c2ccccc2)cc1 (configuration not stated)
 : 2%, 0%, -3%, 6, ., 1%, -3%, 36, -5%, ., -4%

Next part:
no.	SMILES	Eya2 phos inh	ASM inhibitor	Chronic BCR inh	KCNH2 WT inh	PKM2 activator	Mito fusion yeast
25	Cc1ccc(-c2nc3ccccc3[nH]2)cc1N	-1%	6%	?	20	-55%	-4%
26	Cc1cccc(CSc2nc3c(cc2C#N)CCC3)c1	1%	-5%	-3%	-7	0%	-1%
27	COc1ccc(CCN(C)C(=O)C2CCN(Cc3cccc(OC)c3OC)CC2)cc1OC	2%	1%	?	-18	5%	2%
28	CCOC(=O)C1CCCN(C(=O)/C=C/c2cccc([N+](=O)[O-])c2)C1 (configuration not stated)	7%	2%	-5%	-5	2%	2%
29	CCOc1cc(-c2c(C#N)c(N)nc3c2CCc2ccccc2-3)ccc1O	-11%	264%[activator]	?	5	8%	13%

no.	GALK inh	TSHR antagonist	USP2a block	Menin-MLL TR inh	MBNL1 CUG block
25	4%	-1	1%	-1%	-7%
26	-4%	0	2%	-17%	3%
27	5%	5	-6%	-23%	4%
28	.	-3	2%	13%	?
29	2%	2	0%	5%	-6%
